# Tb PYK inh: qHTS of Trypanosoma Brucei Inhibitors | pyruvate kinase (Trypanosoma brucei), Q57TT1 | TbPYK enzyme, Kinase-Glo Plus ATP luminescence, 45 min | Potency, µM (highest dose often 76.8 µM), inactives show at the highest dose activity, negative = inhibition, usual class: inhibitors | 410,000 compounds, 0.12% hits; also: potency is read from the fitted curve at half-maximal effect; % is scaled to controls: 0 for no effect and ±100 for the full control effect; nearly all actives have a fitted effect of over 50% in size
#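 In this concentration-response screen, enzyme-free wells defined baseline while DMSO plates tracked drift. Each reaction combined TbPYK, substrate, compound and 130 uM ADP for 45 min at room temperature. Kinase-Glo Plus luminescence gave the signal.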
# LmPK inh: qHTS Assay for Inhibitors of Leishmania Mexicana Pyruvate Kinase (LmPK). Q27686. Potency, µM (titrated, usually from 57.5 µM), for the others: top-dose activity change, negative = inhibition, most hits filed as inhibitors. 290,000 compounds, 0.37% hits. purified LmPK, Kinase-Glo ATP luminescence, 1 h. AID 1721, 2009; also: potency is read from the fitted curve at half-maximal effect; % is scaled to controls: 0 for no effect and ±100 for the full control effect
# Target sequence (Q27686 whole entry, looked up): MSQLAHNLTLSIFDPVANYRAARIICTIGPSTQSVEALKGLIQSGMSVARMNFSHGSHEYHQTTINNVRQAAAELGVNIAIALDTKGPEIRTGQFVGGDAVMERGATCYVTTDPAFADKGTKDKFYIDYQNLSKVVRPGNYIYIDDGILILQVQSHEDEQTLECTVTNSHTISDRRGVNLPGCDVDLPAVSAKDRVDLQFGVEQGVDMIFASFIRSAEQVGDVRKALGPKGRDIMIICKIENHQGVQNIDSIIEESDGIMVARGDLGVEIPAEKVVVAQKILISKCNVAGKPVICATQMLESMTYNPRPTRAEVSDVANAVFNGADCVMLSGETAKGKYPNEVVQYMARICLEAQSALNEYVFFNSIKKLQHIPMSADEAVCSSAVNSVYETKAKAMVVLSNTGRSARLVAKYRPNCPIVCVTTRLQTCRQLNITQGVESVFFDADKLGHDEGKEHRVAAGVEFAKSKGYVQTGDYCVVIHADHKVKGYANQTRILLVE
#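 Purified LmPK (0.1 nM) converted ADP (0.1 mM) to ATP with PEP (0.5 mM) in imidazole buffer pH 7.2 with KCl and MgCl2, 1 h at room temperature. ATP was read by Kinase-Glo luminescence; data normalized to uninhibited and no-enzyme controls.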
# HCV inhibitor: qHTS Assay for Inhibitors of Hepatitis C Virus (HCV) | 340,000 compounds, 3.4% hits | AID 651820, 2012 | Huh7.5.1 HCVcc-Cre infection, luciferase reporter, 44 h | Potency, µM (highest dose often 41.8 µM), inactives show top-dose activity change, negative = inhibition, hits mostly inhibitors; also: potency is read from the fitted curve at half-maximal effect; % is scaled to controls: 0 for no effect and ±100 for the full control effect
#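 Cells (1,000/well) were plated 4 h before compound, then infected with HCVcc-Cre virus (~0.5 moi). After 44 h further culture, infection was read as luciferase luminescence following a 15 min substrate incubation at room temperature.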
# Pf growth 48h: Primary qHTS for delayed death inhibitors of the malarial parasite plastid, 48 hour incubation. Potency, µM (doses to about 28.7 µM), for the others: at the highest dose activity change, negative = inhibition, usual class: inhibitors. AID 504832, 2011. P. falciparum luciferase growth in erythrocytes, 48 h. 310,000 compounds, 5.9% hits; also: potency is read from the fitted curve at half-maximal effect; % is scaled to controls: 0 for no effect and ±100 for the full control effect
#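 Parasite viability was followed by luminescence of a genomically integrated firefly luciferase. Cultures held 0.1% parasitemia at 2% hematocrit (final), incubated under 5% CO2 at 37 C.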
# Pf growth 96h: Primary qHTS for delayed death inhibitors of the malarial parasite plastid, 96 hour incubation; 320,000 compounds, 6.9% hits; Potency, µM (highest dose often 28.7 µM), inactives show top-dose activity change, negative = inhibition, hits mostly inhibitors; P. falciparum luciferase reporter growth, 96 h; also: potency is read from the fitted curve at half-maximal effect; % is scaled to controls: 0 for no effect and ±100 for the full control effect
#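 P. falciparum expressing integrated firefly luciferase, in erythrocytes at 2% hematocrit, 0.05% parasitemia, incubated with compounds 96 h at 37 C, 5% CO2. Growth inhibition read as loss of luminescence; two-generation exposure targets delayed-death apicoplast inhibitors.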
# Shiga toxin inh: A qHTS for Small Molecule Inhibitors of Shiga Toxin. Vero cells, Shiga toxin protein synthesis inhibition reporter. AID 2315, 2010. 290,000 compounds, 9.2% hits. inhibition, % at 38.7 µM; in the data active = inhibition mostly above about 28%, no sharp cut-off; inactive = mostly below about 43%; also: 0% is about no effect
# Cycloheximide cs: Cycloheximide Counterscreen for Small Molecule Inhibitors of Shiga Toxin; max response, %; cell reporter, cycloheximide protein synthesis inhibition counterscreen; AID 2314, 2010; 300,000 compounds, 12% hits; in the data active = max response mostly above about 13%, no sharp cut-off; inactive = mostly below about 14%; also: read at 38.3 µM for the half of the compounds with a filed dose; 0% is about no effect
# The depositor's hits bear a star; ? = inconclusive; · = no result given; + = active, no number; & = joins results of further samples; [ ] = remark or other dose. Unless noted, calls follow the shape of the dose curve; as a rule, active = well fitted curve in the direction sought with a large enough effect; inconclusive = small, poorly fitted or top-dose-only effect, or another doubt; inactive = no such curve, though single readings can be large; an effect the other way counts as inactive or inconclusive.
compound	Tb PYK inh	LmPK inh	HCV inhibitor	Pf growth 48h	Pf growth 96h	Shiga toxin inh	Cycloheximide cs
Cc1ccc(C)c(S(=O)(=O)N2CCN(C(=O)c3cccn3C)CC2)c1	1%	·	11%	-18%	1%	·	·
COc1cc(OC)cc(-c2c(-c3cccs3)c3cc(-c4ccc(OC)c(F)c4)ccc3n2C)c1	1%	·	?	?	?	·	·
CCOC(=O)C1=C(C)N(C)C2(C)CC1c1ccccc1O2 (configuration not stated)	-1%	4%	17%	23%	?	-3	-5
O=C(CSc1nccc(=O)[nH]1)Nc1cc(C(F)(F)F)ccc1N1CCOCC1	-1%	0%	18%	23%	1%	-6	-4
Cc1ccc(CN(C(=O)c2sc3ccccc3c2Cl)C2CCS(=O)(=O)C2)cc1 (configuration not stated)	3%	-1%	0%	?	?	12	-3
CC(=O)c1c(C(C)=O)c(C)n(-c2ccc3ncccc3c2)c1C	2%	4%	?	0%	15%	-27	-5
COCC(C)n1c(C)cc(C(=O)CSc2nnc(Nc3ccccc3F)s2)c1C (configuration not stated)	-2%	1%	?	1.5µM*	0.59µM*	30	-2
Nc1nnc(SCC(=O)c2cccc([N+](=O)[O-])c2)s1	2%	-14%	1%	0%	?	3	-2
O=C(CNc1ccc(F)cc1)N/N=C1\CCc2ccccc21	4%	5%	-13%	?	-24%	51	13
COc1cccc(-c2ccc3nnc(SCC(=O)N4CCOCC4)n3n2)c1	-5%	·	1%	16%	-8%	·	·
Cc1cc(SCC(=O)NCCCN2CCCC2=O)nc2ccccc12	-9%	·	5%	-1%	-24%	·	·
Cn1cccc1C(=O)NS(=O)(=O)c1ccccc1Cl	6%	0%	9%	3%	·	3	-2
Oc1ccc(-c2nc3ncccn3c2Nc2ccc3c(c2)OCCO3)cc1	-1%	2%	-1%	·	?	36	15
COC(=O)[C@@]1(Cc2ccc(OC)cc2)[C@H]2c3cc(C(=O)N(C)C)n(Cc4ccc(OC(F)(F)F)cc4)c3C[C@H]2CN1C(=O)c1ccccc1	-2%	4%	?	?	3.3µM*	-14	-2
CN(c1ccc(C(=O)NCc2ccncc2)cc1)S(C)(=O)=O	3%	-5%	-13%	28%	·	12	4
C=CCN(c1ccccc1)S(=O)(=O)c1cccc(C(=O)O)c1	-2%	-1%	7%	·	-22%	5	-3
O=C(Cn1nnc2ccccc2c1=O)NC1CCCc2ccccc21 (configuration not stated)	1%	5%	-6%	8%	10µM*	-6	-1
O=C(C1CCC1)N1CCN(c2ccnc3cc(Cl)ccc23)CC1	-3%	1%	?	13µM*	10µM*	6	-2
O=C(COC(=O)C1CC1)Nc1ccc(OC(F)F)cc1	6%	1%	14%	·	59%[activator]	24*	26*
CNC(=O)NC(=O)COC(=O)c1cccc(S(=O)(=O)N2CC3(C)CC2CC(C)(C)C3)c1 (configuration not stated)	2%	·	?	?	0%	·	·
NC(=O)OCCCc1ccccc1	0%&4%	·	25%	-15%	-12%	·	·
COc1ccc2sc(-c3ccccc3OC)c(C#CCCO)c2c1	-1%	·	?	?	?	·	·
COc1ccc(NC(=O)Nc2ccncc2)c(OC)c1	-4%	-1%	-13%	?	60%[activator]	-15	-3
CN(C)c1ccc(CNC(=O)c2cc(S(=O)(=O)N3CCOCC3)cn2C)cc1	-17%	1%	3%	1%	?	-2	-3
Cc1ccc(N(Cc2ccccc2)C(=O)c2cc(S(=O)(=O)N3CCOCC3)ccc2F)cc1	5%	·	-1%	12µM*	?	·	·
O=C(NCC(c1cccs1)N1CCOCC1)c1ccco1 (configuration not stated)	3%	1%	-9%	?	-48%	-15	2
O=C1C=C(c2ccc(OC(F)(F)F)cc2)C[C@@H](c2ccc(F)cc2)C1	3%	·	20%	?	?	·	·
Cc1cccc(N(Cc2nnc3n2CCCCC3)C(=O)Nc2ccccc2)c1	-7%	-2%	11%	-15%	-17%	-6	-1
COc1ccc(S(=O)(=O)NCCc2ccco2)cc1OC	-5%	-3%	20%	7%	298%[activator]	29	8
COc1ccccc1C(=O)NCC(=O)OCc1ccc(Br)cc1	-4%	7%	-6%	-4%	-23%	-14	-2
COc1ccc(OCC(=O)N/N=C/C=C/c2ccccc2)cc1	-1%	-2%	7%	21%	17%	-6	9
O=C(Nc1ccccc1Cl)C1CCCN(c2ncnc3c2nc2n3CCCCC2)C1 (configuration not stated)	-1%	1%	?	?	6.6µM*	-4	-2
COc1ccc(N2C(=O)CC(Nc3ccc(C(=O)O)cc3)C2=O)cc1OC (configuration not stated)	0%	3%	7%	3%	13%	11	-2
Cc1ccc2c(COC(=O)c3ccc(C)c(C)c3)cc(=O)oc2c1	0%	11%	-22%	2%	11%	11	2
O=C(NCCc1ccc(F)cc1)c1ccc2c(=O)n3c(nc2c1)CCC3	1%	·	10%	59%[activator]	73%[activator]	·	·
N#CCCOC1(C#CCN2CCCC2)CCCCC1	9%	2%	?	3%	?	-11	-1
CN(C)c1ccc(/C=C/c2c([N+](=O)[O-])c(=O)n(C)c(=O)n2C)cc1	3%	-4%	-1%	27%	16%	18	15
CCCCC(=O)Nc1ncc(S(=O)(=O)c2ccc([N+](=O)[O-])cc2)s1	4%	9%	-12%	?	15%	-7	-2
COc1ccc(NC(=O)c2ccccc2NC(=O)COc2ccccc2)cc1	6%	7%	25%	-10%	35%[activator]	2	-3
COc1ccc(NC(=O)c2ccccc2NC(=O)CSc2ccc(Cl)cc2)cc1	11%	-2%	0%	49%[activator]	?	3	-4
CCOc1ccc(CCNC(=O)COC(=O)c2cccs2)cc1OCC	-5%	-6%	10%	-28%	?	-4	-3
COc1ccc(-c2nc3ccc([N+](=O)[O-])cc3o2)cc1	-17%	-7%	4%	115%[activator]	36%[activator]	+	39*
OCCC#Cc1c(-c2ccsc2)sc2ccccc12	-2%	7%	2%[8.37 µM]	-1%	?	-4	-5
CCOC(=O)c1c(OCCO)nn(-c2ccc(Cl)cc2)c1N	1%	-9%	4%	20%	-7%	-3	-4
CC(C)c1ccc(NC(=O)C(c2ccccc2)N2CCC3(CC2)OCCO3)cc1 (configuration not stated)	-10%	6%	?	?	·	-8	2
O=C(Cc1ccc(S(=O)(=O)N2CCOCC2)s1)Oc1ccc(F)cc1	-21%	·	7%	3%	58%[activator]	·	·
CC(C)(C)n1c(O)c(C=Nc2ccc3c(c2)CCC3)c(=O)[nH]c1=O	-1%	0%	14%	11%	·	-4	-1
Cc1ccc(C(=O)Oc2csc(=S)n2C(=O)c2ccc(C)cc2)cc1	?	-15%	11%	-1%	·	-15	11
COc1ccc(CNC(=O)CC(C)S(=O)(=O)c2ccc3c(c2)NC(=O)CO3)cc1 (configuration not stated)	0%	0%	-12%	-11%	?	-15	-2
CCOC(=O)N1CCN(S(=O)(=O)N2CCCC(C(=O)NCc3ccc(OC)cc3OC)C2)CC1 (configuration not stated)	4%&0%	-5%	-20%	?	20%	14	-3

# Record cards, as listed above:
# CCCCC(=O)Nc1ncc(S(=O)(=O)c2ccc([N+](=O)[O-])cc2)s1 as listed: Tb PYK inh = 4%; LmPK inh = 9%; HCV inhibitor = -12%; Pf growth 48h = ?; Pf growth 96h = 15%; Shiga toxin inh = -7; Cycloheximide cs = -2
# Cc1ccc(C(=O)Oc2csc(=S)n2C(=O)c2ccc(C)cc2)cc1 as listed: Tb PYK inh = ?; LmPK inh = -15%; HCV inhibitor = 11%; Pf growth 48h = -1%; Pf growth 96h = ·; Shiga toxin inh = -15; Cycloheximide cs = 11

# Next section:
compound	Tb PYK inh	LmPK inh	HCV inhibitor	Pf growth 48h	Pf growth 96h	Shiga toxin inh	Cycloheximide cs
CCOC(=O)C1CCN(C(=O)c2cc(S(=O)(=O)N3CCCCCC3)ccc2OC)CC1	-6%	·	4%[8.37 µM]	?	4.1µM*	·	·
O=[N+]([O-])c1ccc(S(=O)(=O)NCC(c2cccnc2)N2CCc3ccccc3C2)cc1 (configuration not stated)	-9%	·	7%	?	?	·	·
Cc1ccc(NC(=O)N/C=C/c2ccccc2)cc1	6%	2%	-28%	89%[activator]	70%[activator]	42*	24*
COc1ccc(N(CC(O)CN2C(=O)NC(C)(C)C2=O)S(=O)(=O)c2ccccc2)cc1 (configuration not stated)	-7%	-2%	24%	16%	·	-9	-4
CCOc1ccc(N2C(=O)CC(N3CCN(c4ccc(F)cc4)CC3)C2=O)cc1 (configuration not stated)	1%	3%	13%	0%	-2%	-13	-4
COCC(=O)N(Cc1cc2cccc(C)c2[nH]c1=O)c1ccccc1	-20%	6%	5%	-1%	14%	-3	1
Cc1c(NC(=O)CSc2nc3ccc(Cl)cc3[nH]2)c(=O)n(-c2ccccc2)n1C	-9%	0%	-9%	6%	·	-5	-2
Oc1ccc(/C=C/c2nc(-c3ccccc3O)n(-c3ccccc3)n2)cc1	-4%	3%	?	?	53%[activator]	-34	0
CCCCc1ccc(NC(=O)COc2ccc(C(=O)Nc3ccccc3OCC)cc2)cc1	-3%	2%	-22%	26%	?	-8	-4
Cc1ccccc1OC1C(=O)N(CC2CCCO2)C1c1ccc2c(c1)OCO2 (configuration not stated)	-3%	7%	?	?	4%	-7	1
Cc1[nH][nH]c(=O)c1C=NCc1cccnc1	-15%	-10%	5%	9%	?	-4	5
CC(C)(C)C(=O)/C(=C\c1ccc([N+](=O)[O-])cc1)n1cncn1	·	3%	3.2µM*	12µM*	?	-20	-11
COC(=O)c1ccccc1NC(=O)NC1CCN(Cc2ccccc2)CC1	-6%	2%	2%	-8%	10%	-7	1
CCC1CCCCN1Cc1ccc(OC)c(C)c1C (configuration not stated)	-2%	-2%	15%	·	1%	-17	-3
COc1ccc(CC(=O)Nc2ccc(C(N)=O)cc2)cc1	-4%	1%	-8%	-7%	34%[activator]	-7	0
Cc1cc(N)nc2nc(C(F)(F)F)nn12	8%	4%	10%	19%	39%	-6	6
COc1cc(N=Cc2c(CO)cnc(C)c2O)cc(OC)c1OC	0%	0%	9%	9%	-8%	-11	-2
COc1ccc(/C=N/NC(=O)/C(=C/c2ccccc2)CCO)cc1	-4%	1%	4%	?	-23%	13	12*
O=C(NCC(c1ccco1)N1CCCCC1)c1ccc(OCc2ccccc2)cc1 (configuration not stated)	2%	10%	-24%	?	?	-4	1
CCn1ncc(N2CCOCC2)c(Cl)c1=O	1%	6%	4%	0%	54%[activator]	6	8
Cc1ccccc1N=C1c2ccccc2C(=O)C1[N+](=O)[O-] (configuration not stated)	2%	0%	13%	5%	25%	-20	-2
Cc1cc(OCC(=O)N2CCOCC2)ccc1NC(=O)C1CCCCC1	4%	-2%	11%	11%	·	6	3
N/C(=N\OC(=O)COc1ccc([N+](=O)[O-])cc1)c1cccnc1	1%	4%	14%	1%	-29%	15	-2

# Hits appear at their usual frequency, and some 24% of all compounds hit somewhere here.
